# Screens (PubChem BioAssay)
# EWS-Fli inh: EWS/Fli transcriptional activity inhibition; inhibition, % at 12.6 µM; A673 NR0B1-luciferase reporter, viability-normalised; 350,000 compounds, 0.67% hits;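 active = mean inhibition of at least 50% after viability correction, with every replicate also passing that limit; inconclusive = mean reaches 50% but only one of two replicates passes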;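 also: firefly luciferase signal divided by Alamar Blue viability fluorescence both relative to DMSO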
# DENV2 CPE: protects cells from dengue virus 2 cytopathic effect; CPE inhibition, % at 9.99 µM; 350,000 compounds, 1.7% hits; DENV2-infected cells, cytopathic effect rescue, plate reader; in the data active = CPE inhibition above about 20%, passing the limit was not always enough; inconclusive = no clear call, values can overlap the other calls; tested in BHK-21 cells;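 also: 0% = median of neutral control wells and 100% = median of positive control wells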
# miR122 inh: miR-122 inhibition in Huh7 cells | Huh7 miR-122 Renilla luciferase sensor, 48 h; neutral wells = 0, positive control = 100 | activation (reporter increase), % at 12.5 µM | 340,000 compounds, 0.3% hits;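 active = mean replicate activation score at least 90 and every replicate individually at or above 90; inconclusive = only one of the two criteria met; inactive = neither criterion met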;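 also: higher luciferase means less miR-122 activity so hits act as miR-122 inhibitors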
# F508del corr: correctors of CFTR F508del function in bronchial epithelial cells; 350,000 compounds, 0.36% hits; activity (quench increase), % at 7.58 µM; CFBE cells, YFP halide quenching; stimulated with forskolin plus potentiator P3; % fluorescence drop versus neutral controls;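 active = mean added fluorescence quench of at least 8% versus neutral control, with both replicates also reaching 8%; inconclusive = only one of the mean or replicate conditions met; inactive = mean below 8% and not both replicates reaching 8%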;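 also: cells transiently co-express mutant CFTR-F508del with the halide-sensitive YFP; corrector assay measuring rescue of mutant channel to the surface after 24 h compound exposure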
# GSIS activator: primary screen for activators of insulin secretion dependent on glucose, INS-1E cells, GLuc reporter luminescence. INS-1E GLuc reporter insulin secretion, 2-3 h. activation, % at 16.6 µM. 370,000 compounds, 0.61% hits. AID 743287;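 active = lowest replicate activation of at least 40%, so every replicate reaches that level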;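 also: 0% = median of neutral control wells and 100% = median of IBMX positive control wells; some compounds called inactive have numbers as strong as hits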
# FN deposition inh: fibronectin deposition inhibition; AH1F fibroblasts, Alexa488-fibronectin deposition fluorescence, overnight; 350,000 compounds, 0.086% hits; inhibition, % at 12.6 µM;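 active = mean inhibition across replicates of 30% or more, regardless of how many single replicates reach that level; inconclusive = mean under 30% yet at least half of replicates reach 30%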;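 also: positive control wells lacked labelled fibronectin entirely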
#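 Assay system: AH1F fibroblasts / Quantity: 10000 cells per well / Medium: DMEM plus 2% serum, read in PBS / Reagent: labelled fibronectin 24 nM / Dosing: single dose, pinned / Times: 1 h cell attachment, overnight exposure to compound and label / Signal: fluorescence, ex 485 nm, em 525 nm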
# PAX8 reporter: PAX8 transcriptional activity inhibition | RMG-I TPO-luciferase reporter, SteadyGlo, 24 h | 360,000 compounds, 1.2% hits | inhibition, % at 12.6 µM;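 active = mean replicate inhibition at least 60% with every replicate also reaching 60%; inconclusive = only one of the two criteria is met; inactive = mean below 60% and not all replicates reaching 60%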;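 also: luciferase light reporting Pax8 driven TPO promoter activity; plate controls were median of neutral control wells for no effect and mitoxantrone controls for full effect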
# Starred values were filed as active, the others as inactive; u = inconclusive; x = no result given; [ ] = another dose, or the depositor's remark. Random draw from the library. Share with any hit: about 3.9%.
# Sequence of screens – EWS-Fli inh	DENV2 CPE	miR122 inh	F508del corr	GSIS activator	FN deposition inh	PAX8 reporter
1	O=C(C[C@H]1CC[C@@H]2[C@H](COC[C@@H](O)CN2S(=O)(=O)c2ccccc2)O1)N1CCOCC1
    2	u	2[16.7 µM]	0.2	9	-6	12
2	C[C@H](CO)N1C[C@H](C)[C@H](CN(C)Cc2ccc3c(c2)OCO3)Oc2ccc(NC(=O)C3CC3)cc2C1=O
    -5	14	-2[16.7 µM]	3.0	5	x	-3
3	C[C@H](O)C#Cc1ccc([C@@H]2[C@H]3CN(S(=O)(=O)Cc4ccccc4)CCCCN3[C@H]2CO)cc1
    -2	5	-6[16.7 µM]	-3.8	19	x	17
4	CCn1ccnc1CN(C)C(=O)c1cc(COc2ccc(Cl)cc2OC)on1
    -32	-5	-3	-2.9	3	0	x
5	O=C(NNC(=O)c1ccc(-c2ccccc2)cc1)Nc1ccccc1
    8	2	x	-0.1	-3	-5	7
6	CCS(=O)(=O)N1CC(=O)N2[C@H](C1)[C@@H](c1ccc(C#CCC(C)C)cc1)[C@@H]2CO
    1	15	x	10*	-3	x	19
7	O=C(C[C@@H]1C[C@H]2c3cc(NS(=O)(=O)c4ccccc4)ccc3O[C@H]2[C@@H](CO)O1)N1CCCCC1
    4	-4	-3[16.7 µM]	-0.9	4	9	-4
8	COc1ccc(NC(=O)CCN2CCN(C/C=C/c3ccccc3)CC2)cc1
    6	-6	-7	-1.2	-8	0	14
9	COc1ccc(/C=C/C(=O)Nc2nnc(C(C)C)s2)cc1OC
    -6	10	0	2.1	17	-1	6
10	CC(C)c1c(O)nc(SCC(=O)N2CCCCC2)[nH]c1=O
    -10	2	-1	0.0	2	1	-2
11	Cc1ccc(C)c2[nH]c(=O)c(CCNS(=O)(=O)c3ccccc3)cc12
    -3	2	2	0.3	1	-6	1
12	Cc1cccc(-c2noc(CN(C(=O)c3c(-c4ccccc4Cl)noc3C)C(C)C)n2)c1
    8	-5	5	0.1	-29	-10	23
13	N#C[C@H]1[C@@H](c2ccc(-c3ccccc3F)cc2)[C@H](CO)N1C(=O)C1CC1
    3	-2	x	1.4	-7	4	-13
14	O=C(OCc1cn([C@@H]2CN(C(=O)C3CCCCC3)[C@@H](c3ccccc3)C[C@H]2O)nn1)c1ccccc1
    -5	-7	2	1.7	-4	-4	-3
15	CO[C@@H]1CC[C@H]2CCN(C)C(=O)[C@@H](C)N(C)C(=O)c3cccc(C#N)c3OC[C@@H]1O2
    2	-3	x	x	18	-8	9
16	COc1ccc(S(=O)(=O)N2CC[C@H]3[C@H](CO)Nc4ccc(-c5ccccc5F)cc4[C@H]32)cc1
    13	-14	29[16.7 µM]	1.2	-9	10	0
17	Fc1ccc(N2CN(Cc3cccnc3)CNC2=S)cc1
    4	9	-5	1.3	-1	1	-5
18	Oc1c(N=NC(=S)Nc2ccccc2F)c2ccccc2n1Cc1ccccc1
    43	-1	16	0.2	x	x	21
19	CN(C)CC(=O)Nc1ccc2c(c1)[C@@H]1C[C@@H](CC(=O)N3CCOCC3)O[C@H](CO)[C@@H]1O2
    -9	-1	1[16.7 µM]	0.3	2	2	2
20	O=C(c1ccc(F)cc1)N1CCCCN2[C@H](CO)[C@@H](c3ccc(-c4ccc(F)cc4)cc3)[C@@H]2C1
    -1	4	-1[16.7 µM]	-1.0	x	x	24

# Continued, starting with the last 2 of the part before.
# Sequence of screens – EWS-Fli inh	DENV2 CPE	miR122 inh	F508del corr	GSIS activator	FN deposition inh	PAX8 reporter
19	CN(C)CC(=O)Nc1ccc2c(c1)[C@@H]1C[C@@H](CC(=O)N3CCOCC3)O[C@H](CO)[C@@H]1O2
    -9	-1	1[16.7 µM]	0.3	2	2	2
20	O=C(c1ccc(F)cc1)N1CCCCN2[C@H](CO)[C@@H](c3ccc(-c4ccc(F)cc4)cc3)[C@@H]2C1
    -1	4	-1[16.7 µM]	-1.0	x	x	24
21	Cc1noc(C)c1S(=O)(=O)N(C)C[C@H]1Oc2c(NS(=O)(=O)c3ccccc3)cccc2C(=O)N([C@@H](C)CO)C[C@H]1C
    -9	u	0[16.7 µM]	-1.9	29	x	-28
22	COCC(=O)N1[C@@H](C#N)[C@@H](c2ccccc2-c2cccc(F)c2)[C@@H]1CO
    -6	-8	x	-0.6	-12	-1	-17
23	CN(CC(=O)O)S(=O)(=O)c1ccc2oc3ccccc3c2c1
    8	-2	6	-1.4	-9	-2	8
24	O=C(Nc1ccccc1Cl)C1C(c2ccccc2)C1(Cl)Cl (configuration not stated)
    27	6	19	-1.1	-32	12	12
25	O=C(O)c1cccc(NC(CNS(=O)(=O)c2ccc(Cl)cc2)c2ccccc2)c1 (configuration not stated)
    -5	3	x	-1.4	-16	-6	-9
26	Cc1ccc(C(C)C)c(OCC(=O)N2CCN(c3ncccn3)CC2)c1
    1	u	2	1.0	1	12	-8
27	COc1ccc(C2CC(c3ccccc3)=NN2C(=O)COC(=O)c2ccc(Cl)nc2)cc1 (configuration not stated)
    x	x	x	x	-22	-6	2
28	C[C@H](CO)N1C[C@H](C)[C@H](CN(C)Cc2ccc(C(=O)O)cc2)Oc2ncc(C3=CCCCC3)cc2C1=O
    -1	-2	-1[16.7 µM]	0.9	5	3	-28
29	COc1cc(NC(=O)Cc2ccc(F)cc2)cc(OC)c1OC
    8	x	x	-1.1	3	-2	1
30	C/C(=N\NC(=O)Cn1ccc(C(F)(F)F)n1)c1ccc(N2CCOCC2)cc1
    0	0	-3	1.5	-1	-13	-23
31	COc1ccccc1NC(=O)c1ccc(-n2ccnc2)c([N+](=O)[O-])c1
    2	5	7	-1.0	2	5	-16
32	CCOc1ccc(N(CC)C(=O)COc2cc(=O)n(C)c3ccccc23)cc1
    2	4	-2	8.8*	-16	11	5
33	O=C(CSc1ccccc1C(=O)O)c1ccccc1
    x	-3	-4	-0.9	7	0	-8
34	COC(=O)c1cc(NC(=O)c2cccc(C(F)(F)F)c2)c(=O)oc1C
    -1	2	x	-0.8	-43	-2	-14
35	CCOC(=O)CN1C2=NCCCN2c2ccccc21
    -2	1	3	-0.9	4	-16	-9
36	Cc1ccc(OS(=O)(=O)c2ccc(-c3csc(C)n3)s2)c(C)c1
    -5	-7	x	0.8	11	8	15
37	NNC(=O)Cn1nc(-c2ccccc2)c2ccccc2c1=O
    -8	-4	-2	-0.8	-2	8	27
38	CC1(C)CC(=O)/C(=N/Nc2ccc(Cl)cc2)CO1
    -85	x	-2	-3.6	-8	0	-166
39	COc1cccc(C(=O)OCC(=O)Nc2sc3c(c2C(N)=O)CCC3)c1O
    11	4	x	1.8	1	-1	-10
40	CC1(C)CC(=O)C=C(c2ccc(-c3cnc4ccccc4c3)cc2)C1=O
    0	-1	-3	1.7	22	x	-61
41	CC(=O)N1CC(=O)N2[C@@H](CO)[C@H](c3ccc(C#CC(C)C)cc3)[C@@H]2C1
    -2	4	x	1.9	-6	x	9
42	O=C(CSc1nnc(Nc2ccccc2F)s1)Nc1cccc(S(=O)(=O)N2CCCCC2)c1
    x	x	-6	x	-28	-2	-33
43	CCN(C(=S)Nc1ccc(OC(F)F)cc1)C1CCCCC1
    7	-8	x	-1.8	-11	x	2
44	CCOc1ccc(C(=O)NC2CCN(C(=O)Nc3ccc(F)cc3)CC2)cc1
    6	-3	8	1.8	-1	-8	-7
45	Cn1cnc([N+](=O)[O-])c1Cl
    -2	1	-13	-2.4	11	3	-4
46	O=C(O)CCc1ccc(-c2ccccc2)n1-c1cccc(O)c1
    0	-5	x	0.4	8	x	x
47	CC(=O)Nc1c(Cl)cnn(-c2ccccc2)c1=O
    -4	17	7	-5.8	x	-2	-16
48	O=[N+]([O-])c1cccc(/C=N/Nc2nc(NCc3ccccc3)nc(N3CCOCC3)n2)c1
    x	x	x	x	-3	5	-5
49	NS(=O)(=O)c1ccc(CCNC(=O)COC(=O)c2cc([N+](=O)[O-])ccc2N2CCOCC2)cc1
    0	-7	2	3.8	0	7	-5
50	CC(=O)N1CCN(c2ccc(NC(=O)c3ccc4c(c3)OCCO4)cc2Cl)CC1
    -67	-8	x	x	4	-1	-34
51	Cc1ccc(S(=O)(=O)N2CCOCC2)cc1C(=O)OCC(=O)NCc1ccc2c(c1)OCO2
    6	17	x	1.9	-1	-3	5
52	O=C(Nc1ccc(Br)cc1)c1cccc2c1C(=O)N(C1CCCCC1)C2
    -4	4	x	0.2	24	2	-4
53	CC(C)NC(=O)Nc1ccc2c(c1)C(=O)N([C@@H](C)CO)C[C@H](C)[C@@H](CN(C)S(=O)(=O)c1ccc(F)cc1)OCCCC[C@@H](C)O2
    2	-7	11[16.7 µM]	1.8	-5	x	15
54	COc1cc(C(C)=O)ccc1OCC(=O)N1CCC(Cc2ccccc2)CC1
    8	2	-6	3.5	-23	13	3
55	O=C(NCCCn1ccnc1)C(=O)NCC1OCCN1S(=O)(=O)c1ccc(Br)cc1 (configuration not stated)
    2	4	x	x	-4	x	7
56	CCC(=O)N1CCCCN2[C@H](CO)[C@@H](c3ccc(C#Cc4ccccc4F)cc3)[C@H]2C1
    8	11	1[16.7 µM]	-0.5	-10	x	-10
57	O=C(NCc1cccnc1)c1ccc(COc2ccc(Cl)cc2)cc1
    10	4	-2	-1.2	-26	x	13
58	COC(=O)c1ccc(S(=O)(=O)N2C3CCC2CC(NC(=O)C2CC2)C3)cc1 (configuration not stated)
    -12	-3	1	-1.4	4	x	x
59	C[C@@H]1CN([C@@H](C)CO)C(=O)Cc2cc(NS(=O)(=O)c3ccc(F)cc3)ccc2O[C@H]1CN(C)S(=O)(=O)c1ccccc1
    21	2	-3[16.7 µM]	-2.9	-17	x	x
60	Cc1noc(NS(=O)(=O)c2ccc(NC(=O)C(C)C)cc2)c1C
    4	4	-3	-8.3	-4	5	-10

# Single records (already shown). Screens in order: EWS-Fli inh	DENV2 CPE	miR122 inh	F508del corr	GSIS activator	FN deposition inh	PAX8 reporter
# Listed for CCC(=O)N1CCCCN2[C@H](CO)[C@@H](c3ccc(C#Cc4ccccc4F)cc3)[C@H]2C1 → 8	11	1[16.7 µM]	-0.5	-10	x	-10
# Listed for Cc1noc(NS(=O)(=O)c2ccc(NC(=O)C(C)C)cc2)c1C → 4	4	-3	-8.3	-4	5	-10
# Listed for COc1cc(C(C)=O)ccc1OCC(=O)N1CCC(Cc2ccccc2)CC1 → 8	2	-6	3.5	-23	13	3
# Listed for O=C(NCCCn1ccnc1)C(=O)NCC1OCCN1S(=O)(=O)c1ccc(Br)cc1 (configuration not stated) → 2	4	x	x	-4	x	7
# Listed for O=C(NCc1cccnc1)c1ccc(COc2ccc(Cl)cc2)cc1 → 10	4	-2	-1.2	-26	x	13

# Remaining list, next part.
# Sequence of screens – EWS-Fli inh	DENV2 CPE	miR122 inh	F508del corr	GSIS activator	FN deposition inh	PAX8 reporter
61	COc1ccc(NC(=S)N2CCC(C(=O)N3CCCCCC3)CC2)cc1
    x	x	-1	x	3	-3	x
62	CCc1ccc2[nH]c(=O)c(C(c3nnnn3Cc3ccco3)N3CCC(C)CC3)cc2c1 (configuration not stated)
    x	x	-2	x	x	-13	1
63	COc1ccc(NC(=O)c2cc(-c3cc(F)ccc3OCC3CCCO3)n[nH]2)c(C)c1 (configuration not stated)
    -2	3	-6	-2.7	1	-3	-14
64	O=C(N/N=C/c1ccsc1)c1cc(-c2cccs2)nc2ccccc12
    14	2	3	5.5	x	3	133*
65	COc1cc(/C=N/Nc2cc(C)nc(NS(=O)(=O)c3ccc(C)cc3)n2)ccc1O
    -9	-4	x	2.6	46*	-2	16
66	COc1ccc(N(CC(=O)Nc2ccccc2C)S(=O)(=O)c2ccccc2[N+](=O)[O-])c(OC)c1
    10	-1	x	x	-16	x	0
67	COc1ccc(CNC(=O)C[C@H]2CC[C@@H]3[C@@H](COc4ccc(NC(C)=O)cc4C(=O)N3C)O2)cc1
    1	10	-4[16.7 µM]	-1.2	9	-10	-4
